T cell modulator – modulators of CD8 T cell-vesicle binding, primary screen, mouse 2C CD8+ T cells, flow cytometry; 2C CD8+ T cell-vesicle binding; hits give low values; calls only at 7 µM; 0.068% of 330,000 active; AID 2052, 2009;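 active means response, share of CD8 T cells binding vesicles, and their 90th percentile fluorescence all below set limits, cut at about 80% in these data, passing the limit was not always enough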
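incubation = binding step 1.5 h, 37 °C, antibody labelling 20 min, ice | test system = 2C mouse CD8+ T cells | read-out basis = percent CD8+ FL2 mean versus row control | controls = Peptide-free naked vesicles (low) and QL9 vesicles with 0.7% DMSO vehicle (high) | detection = flow cytometry of vesicle-bound cells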
Hep lipid drop – inhibitors of hepatocyte lipid droplet formation, primary screen, imaging, high-throughput imaging, BODIPY stain; 0.4% of 240,000 active; inhibition, % at 6.5 µM; AML12 mouse hepatocytes, oleate lipid droplets;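 active means lipid droplet intensity inhibited by at least 50%, with more than 500 cells counted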
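Assay system: AML12 mouse liver cells | Compound: 6.5 µM single-point dosing | Schedule: Overnight exposure | Technique: Fluorescence imaging, 20x objective, two fields per well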
Hep lipid drop cells 6.5 µM – second read-out of Hep lipid drop, no call of its own (marks repeat the call); cell count; measured here: cell count, cytotoxicity flag;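 cells counted across two imaged fields per well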
T cell modulator vesicle-bound % – also measured in T cell modulator; calls as there; double positive events, %; measured here: CD8+ vesicle-bound cell fraction;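 binding gate set so that unloaded-vesicle control wells show 10% double positive cells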
* = called active by the depositor; i = inactive; & = joins results of further samples.

cpd | structure | Hep lipid drop cells 6.5 µM | T cell modulator | T cell modulator vesicle-bound % | Hep lipid drop
1 | CCCC(=O)N(CCN1CCOCC1)c1nc2c(C)ccc(C)c2s1 | 709 | i | 16 | -1
2 | Cc1ccc(S(=O)(=O)N2CCN(c3ncnc4sccc34)CC2)cc1 | 817 | i | 16 | 10
3 | Cn1ccnc1SCC(=O)c1ccc(OC(F)F)cc1 | 775 | i | 17 | 1
4 | O=C(CSCc1cc(=O)n2ccsc2n1)Nc1ccc(F)cc1 | 679 | i | 2 | -18
5 | COc1ccc(CCNS(=O)(=O)c2ccc(Br)s2)cc1 | 699 | i | 66 | -4
6 | O=C(CN1CCN(CC(=O)Nc2ccccc2Cl)CC1)Nc1ccc(F)c(F)c1 | 872 | i | 45 | 8
7 | N#Cc1ccc(NC(=O)c2cccs2)nc1 | 635 | i | 52 | -4
8 | CC1=C(C(=O)NC2CC(C)(C)Cc3c2cnn3-c2ccc(C)cc2)OCCO1 (stereo unspecified) | 735 | i | 58 | -11
9 | COc1ccc(NC(=O)CSc2nc(C3CC3)nc3ccccc23)cc1 | 805 | i | 21 | -3
10 | Cc1ccc(CS(=O)(=O)Cc2ccc(C(=O)NC3CCCC3)o2)cc1 | 707 | i | 28 | -6
11 | Cc1ccc(C(C)C)c(OCCCN2CCc3ccccc3C2)c1 | 778 | i | 62 | 1
12 | Cc1cc(C)c(N(CC(=O)NCc2ccccc2)C(=O)c2csnn2)c(C)c1 | 852 | i | 21 | -3
13 | CC(C(=O)O/N=C(\N)c1ccccn1)c1ccc([N+](=O)[O-])cc1 (stereo unspecified) | 831 | i | 71 | -6
14 | O=C1CCN(CCc2ccccc2)CCN1[C@H](CSc1ccccc1)c1ccccc1 | 715 | i | 10 | -18
15 | Cc1cc(C(=O)Nc2ccccc2C)c2ccccc2n1 | 813 | i | 46 | -13
16 | COc1cc(CN2CCC(C(=O)NCCC(C)C)CC2)ccc1OCc1ccccc1 | 785 | i | 62 | -2
17 | COCC1CCCN(C(=O)c2cc(COc3cncc(Cl)c3)on2)C1 (stereo unspecified) | 734 | i | 15 | 0
18 | COc1ccc(NC(=O)c2ccco2)cc1NC(=O)COc1ccccc1[N+](=O)[O-] | 785 | i | 43 | -3
19 | Cc1ccc2oc(C(=O)N3CCCCCC3)c(C)c2c1 | 571 | i | 6 | -16
20 | COc1cccc(S(=O)(=O)N2CCN(Cc3ccc4c(c3)OCO4)CC2)c1 | 799 | i | 18 | 3

19 of these compounds in another layout.
1) CCCC(=O)N(CCN1CCOCC1)c1nc2c(C)ccc(C)c2s1
2) Cc1ccc(S(=O)(=O)N2CCN(c3ncnc4sccc34)CC2)cc1
3) Cn1ccnc1SCC(=O)c1ccc(OC(F)F)cc1
4) O=C(CSCc1cc(=O)n2ccsc2n1)Nc1ccc(F)cc1
5) COc1ccc(CCNS(=O)(=O)c2ccc(Br)s2)cc1
6) O=C(CN1CCN(CC(=O)Nc2ccccc2Cl)CC1)Nc1ccc(F)c(F)c1
7) N#Cc1ccc(NC(=O)c2cccs2)nc1
8) CC1=C(C(=O)NC2CC(C)(C)Cc3c2cnn3-c2ccc(C)cc2)OCCO1 (stereo unspecified)
9) COc1ccc(NC(=O)CSc2nc(C3CC3)nc3ccccc23)cc1
10) Cc1ccc(CS(=O)(=O)Cc2ccc(C(=O)NC3CCCC3)o2)cc1

compound no. | 1 | 2 | 3 | 4 | 5 | 6 | 7 | 8 | 9 | 10
Hep lipid drop cells 6.5 µM | 709 | 817 | 775 | 679 | 699 | 872 | 635 | 735 | 805 | 707
T cell modulator | i | i | i | i | i | i | i | i | i | i
T cell modulator vesicle-bound % | 16 | 16 | 17 | 2 | 66 | 45 | 52 | 58 | 21 | 28
Hep lipid drop | -1 | 10 | 1 | -18 | -4 | 8 | -4 | -11 | -3 | -6

11) Cc1ccc(C(C)C)c(OCCCN2CCc3ccccc3C2)c1
12) Cc1cc(C)c(N(CC(=O)NCc2ccccc2)C(=O)c2csnn2)c(C)c1
13) CC(C(=O)O/N=C(\N)c1ccccn1)c1ccc([N+](=O)[O-])cc1 (stereo unspecified)
14) O=C1CCN(CCc2ccccc2)CCN1[C@H](CSc1ccccc1)c1ccccc1
15) Cc1cc(C(=O)Nc2ccccc2C)c2ccccc2n1
16) COc1cc(CN2CCC(C(=O)NCCC(C)C)CC2)ccc1OCc1ccccc1
17) COCC1CCCN(C(=O)c2cc(COc3cncc(Cl)c3)on2)C1 (stereo unspecified)
18) COc1ccc(NC(=O)c2ccco2)cc1NC(=O)COc1ccccc1[N+](=O)[O-]
19) Cc1ccc2oc(C(=O)N3CCCCCC3)c(C)c2c1

compound no. | 11 | 12 | 13 | 14 | 15 | 16 | 17 | 18 | 19
Hep lipid drop cells 6.5 µM | 778 | 852 | 831 | 715 | 813 | 785 | 734 | 785 | 571
T cell modulator | i | i | i | i | i | i | i | i | i
T cell modulator vesicle-bound % | 62 | 21 | 71 | 10 | 46 | 62 | 15 | 43 | 6
Hep lipid drop | 1 | -3 | -6 | -18 | -13 | -2 | 0 | -3 | -16

Next entries follow:
cpd | structure | Hep lipid drop cells 6.5 µM | T cell modulator | T cell modulator vesicle-bound % | Hep lipid drop
21 | Cc1cc(NC(=O)c2cncc(Br)c2)ccc1NC(=O)c1cc2ccccc2o1 | 791 | i | 4 | -2
22 | Cc1cc(C)c(C(=O)CC(=O)c2ccccc2Cl)c(O)c1 | 390 | i | 50 | -28
23 | CC1CCCN(C(=O)CCNS(=O)(=O)c2ccc3c(c2)c(=O)n(C)c(=O)n3C)C1 (stereo unspecified) | 715 | i | 7 | -34
24 | O=S(=O)(c1ccccc1)N1CCN(S(=O)(=O)N2CCCCCC2)CC1 | 782 | i | 16 | 11
25 | Cc1ccc(N2CC(C(=O)Nc3cccnc3)CC2=O)cc1Cl (stereo unspecified) | 850 | i | 20 | 15
26 | CCN(C(=O)c1cc2c(=O)n3ccccc3nc2n1CCCOC)C1CCCCC1 | 682 | i | 15 | -13
27 | COc1ccc2nc(NC(=O)C3CC(=O)N(c4ccccc4)C3)sc2c1 (stereo unspecified) | 604 | i | 27 | -44
28 | CC(C(=O)Nc1ccc(F)c(F)c1)N1CCN(C)CC1 (stereo unspecified) | 839 | i | 26 | 15
29 | Cc1ccc(-c2cc(C(=O)O)c3cc(Br)ccc3n2)s1 | 818 | i | 26&23 | -11
30 | CC(=O)N1c2ccc(S(=O)(=O)N3CCC(C(=O)N4CC(C)CC(C)C4)CC3)cc2CC1C (stereo unspecified) | 741 | i | 8 | -2
31 | O=C(NC1CCN(Cc2ccccc2)CC1)c1ccc(Cl)cc1Cl | 817 | i | 42 | -3
32 | CCOc1ccc(CCNC(=O)/C=C/c2ccco2)cc1OCC | 696* | i | 4 | 81*
33 | COc1ccc(NS(=O)(=O)c2c(C(=O)N3CCCCCC3)c(C)n(C)c2C)cc1OC | 700 | i | 6 | 19
34 | Cc1ccc(-c2nc(CNC(=O)c3cc(C)on3)cs2)cc1 | 858 | i | 11 | -13
35 | Cc1c(NS(=O)(=O)c2cccc([N+](=O)[O-])c2)c(=O)n(-c2ccccc2)n1C | 823 | i | 32 | 10
36 | CC(=O)N1CCCN(C(=O)c2ccc3nc(Cc4ccccc4F)oc3c2)CC1 | 692 | i | 26 | -18
37 | Cc1cccc(N(C(=O)CNC(=O)c2ccco2)C(C(=O)NC2CCCC2)c2ccncc2)c1C (stereo unspecified) | 813 | i | 38 | -8
38 | Fc1ccc(NC(=S)Nc2cccc3ccccc23)cc1 | 828 | i | 48 | -29
39 | Cc1cc(C)cc(NC(=O)CN2CCc3cc4c(cc3C2C)OCCCO4)c1 (stereo unspecified) | 764 | i | 18 | 18
40 | CSc1nsc(SCC(=O)Nc2ccc(C(N)=O)cc2)n1 | 591 | i | 9 | 8
41 | CSCCC(=O)N1CCC(n2nccc2NC(=O)c2ccc3c(c2)OCO3)CC1 | 630 | i | 15 | 13
42 | NS(=O)(=O)c1ccc(N/N=C/c2ccncc2)cc1 | 815 | i | 24 | -20
43 | CCN(CC)CCCCN1c2ccccc2Sc2ccccc21 | 835 | i | 21 | -12
44 | COc1cccc(-c2nc(CS(=O)(=O)CC(=O)Nc3ccccc3Br)c(C)o2)c1 | 666 | i | 5 | -20
45 | Cn1nc(C(=O)NCCc2ccc(Cl)cc2)c2c1-c1ccccc1S(=O)(=O)C2 | 804 | i | 24 | 19
46 | Cc1cc(=O)oc2cc(OCC(=O)NCCCN3CCCC3=O)ccc12 | 642* | i | 10 | 52*
47 | COc1cccc(OC)c1C(=O)Nc1ccc(S(=O)(=O)N2CCCCC2)cc1 | 791 | i | 10 | -1
48 | CCC(C)NC(=O)Cn1ccc2cc(S(=O)(=O)N3CCCCCC3)ccc21 (stereo unspecified) | 675 | i | 32 | 7
49 | COc1cc2ccccc2cc1C(=O)Nc1ccc(Br)cn1 | 822 | i | 57 | -2

Ordered by formula weight (low to high): part of the list above
cpd | structure | Hep lipid drop cells 6.5 µM | T cell modulator | T cell modulator vesicle-bound % | Hep lipid drop
42 | NS(=O)(=O)c1ccc(N/N=C/c2ccncc2)cc1 | 815 | i | 24 | -20
43 | CCN(CC)CCCCN1c2ccccc2Sc2ccccc21 | 835 | i | 21 | -12
45 | Cn1nc(C(=O)NCCc2ccc(Cl)cc2)c2c1-c1ccccc1S(=O)(=O)C2 | 804 | i | 24 | 19

Bioassay records from PubChem BioAssay.

This is a subset; rates above refer to the full screens.
